V1aR counter = agonists of human V1a receptor, primary screen, counter-screen for OXTR agonist project, fluorescence, CHO-V1R cells; Vasopressin V1a receptor (Homo sapiens), P37288; Fluo-8 calcium fluorescence, agonist mode; 0% DMSO, 100% 3 nM vasopressin; activation, % at 3 µM; actives 0.25% (n = 320,000); AID 2797, 2010;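 active = activation above the mean activation of all tested compounds plus 3 SD, per screening run, cut at about 20% in these data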;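 also: signal is peak over basal fluorescence ratio across a 100 second FLIPR read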
CHRM1 agonist = human M1 muscarinic receptor agonists, primary screen, Fluo-8 calcium fluorescence, CHO-K1 cells, HTS. Muscarinic acetylcholine receptor M1 (Homo sapiens), P11229. CHO-K1 hM1, agonist mode; 0% DMSO, 100% acetylcholine EC100. activation, % at 3 µM. actives 0.33% (n = 360,000);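 active = activation above the run's mean compound activation plus 3 SD, cut at about 16% in these data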;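 also: peak over basal fluorescence ratio within a 140 s kinetic read after compound addition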
Target sequence (P11229 whole entry, looked up): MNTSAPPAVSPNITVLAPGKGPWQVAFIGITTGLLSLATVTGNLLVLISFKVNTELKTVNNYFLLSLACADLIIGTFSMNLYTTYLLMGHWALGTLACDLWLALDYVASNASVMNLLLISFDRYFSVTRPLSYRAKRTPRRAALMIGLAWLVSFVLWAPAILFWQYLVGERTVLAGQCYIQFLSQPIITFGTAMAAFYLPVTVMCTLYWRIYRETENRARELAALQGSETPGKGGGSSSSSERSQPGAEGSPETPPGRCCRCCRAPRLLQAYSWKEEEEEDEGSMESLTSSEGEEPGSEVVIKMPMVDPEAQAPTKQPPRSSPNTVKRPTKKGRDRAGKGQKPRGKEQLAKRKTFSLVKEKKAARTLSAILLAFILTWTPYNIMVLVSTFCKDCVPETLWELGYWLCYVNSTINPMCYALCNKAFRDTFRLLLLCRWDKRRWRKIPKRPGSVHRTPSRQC
OXTR potentiator = human OXTR potentiators, primary screen, fluorescence, CHO-OTR cells, Fluo-8 calcium | AID 2445, 2010 | Fluo-8 calcium fluorescence, potentiator mode; 0% = oxytocin EC15, 100% = EC100 | activation, % at 3 µM | actives 0.061% (n = 320,000);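 active = activation above that plate's cutoff, the mean activation of tested compounds plus 3 SD, cut at about 6.6% in these data, passing the limit was not always enough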;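 also: 100% uses oxytocin at 75 nM as the full agonist control; some results filed as inactive read as strong as hits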
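System: human OTR in CHO cells / Also added: sub-maximal oxytocin, roughly EC15 / Control set: EC15 oxytocin low, 75 nM oxytocin high / Schedule: 6 min compound pre-incubation at room temperature, 100 s kinetic read / Compound: single-point 3.0 µM / Replication: singlicate / Technique: Fluo-8 calcium dye fluorescence / Read-out basis: % activation of max/min ratio relative to oxytocin controls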
CHO-K1 Ca antag = M1 antagonist counterscreen hit in parental CHO-K1 cells. ATP-induced calcium, Fluo-8 fluorescence. inhibition, % at 3 µM. actives 0.6% (n = 360,000). AID 602250;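 active = inhibition above a per-plate cutoff, the plate's mean sample inhibition plus 3 SD, cut at about 24% in these data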;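 also: 0% = DMSO plus EC80 ATP and 100% = DMSO alone without ATP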
CHO parental Ca = ATP-evoked calcium signal inhibitors, parental CHO, primary screen, counter-screen for OX1R antagonist project, cell-based, fluorescence, Fluo-8 calcium dye; parental CHO-K1, ATP-induced calcium, Fluo-8 fluorescence; inhibition, % at 5.6 µM; actives 0.63% (n = 330,000); AID 463079, 2010;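 active = inhibition above that plate's mean sample inhibition plus 3 SD, cut at about 26% in these data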;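 also: 0% = ATP-challenged DMSO wells and 100% = DMSO wells without ATP; some compounds past the cut are filed as inactive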
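Test system: untransfected parental CHO cell line. Compound: one dose, 5.6 µM nominal. Detection: intracellular calcium via Fluo-8 no-wash fluorescent dye. Measure: % inhibition. Benchmarks: ATP-challenged DMSO wells low, unchallenged DMSO wells high.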
CHO-K1 Ca ag = counter-screen for M1 agonists: effect in parental CHO-K1 cells. Fluo-8 calcium fluorescence; scaled to maximal ATP response, vehicle zero. activation, % at 3 µM. actives 0.48% (n = 360,000); in the data active = activation above about 15%;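 also: untransfected CHO-K1 host cells lacking M1 receptor as counterscreen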
CHO-K1 Ca PAM = nonselective calcium activators in parental CHO-K1 cells, primary screen, counter-screen for M1 PAM project, cell-based, Fluo-8 calcium fluorescence, full deck, 1536-well; ATP EC20; 0% at ATP EC20, 100% at ATP max; activation, % at 3 µM; actives 0.02% (n = 360,000);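 active = activation above the run cutoff, the mean activation of all test compounds plus 3 SD, cut at about 40% in these data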;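 also: peak over basal fluorescence ratio in a 140 s read after ATP addition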
TAAR1 ag = human TAAR1 agonists, primary screen, Fluo-8 calcium fluorescence, CHO RD-HGA16 cells; Trace amine-associated receptor 1 (Homo sapiens), Q96RJ0; vehicle wells 0%, saturating PEA agonist 100%; activation, % at 3 µM; actives 0.99% (n = 360,000);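 active = activation above the mean activation of all test compounds in the run plus 3 SD, cut at about 38% in these data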
Target sequence (Q96RJ0 whole entry, looked up): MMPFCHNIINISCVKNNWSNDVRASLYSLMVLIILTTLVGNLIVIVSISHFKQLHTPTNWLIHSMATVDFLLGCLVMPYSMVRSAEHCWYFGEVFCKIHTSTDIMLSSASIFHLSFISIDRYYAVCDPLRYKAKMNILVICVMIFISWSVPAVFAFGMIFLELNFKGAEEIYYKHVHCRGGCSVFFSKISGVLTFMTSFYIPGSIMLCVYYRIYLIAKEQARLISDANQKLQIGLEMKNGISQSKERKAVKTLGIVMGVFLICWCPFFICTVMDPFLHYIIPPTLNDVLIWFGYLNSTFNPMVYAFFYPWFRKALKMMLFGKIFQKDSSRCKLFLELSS
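Repeats: no replicates (n 1) | Material: CHO-derived RD-HGA16 cells with stable Gα16 and human TAAR1 | Technique: Kinetic Fluo-8 calcium fluorescence | Schedule: 17-24 h seeding, 75 min 37 °C dye, 30 min RT | Evaluation: % activation from peak over basal fluorescence ratio, DMSO-to-PEA scaled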
TAAR1 antagonist = human TAAR1 antagonists, primary screen, Fluo-8 calcium fluorescence, CHO RD-HGA16 cells | Trace amine-associated receptor 1 (Homo sapiens), Q96RJ0 | antagonist | inhibition, % at 3 µM | actives 1.5% (n = 360,000) | AID 624466, 2012;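 active = inhibition above a per-plate cutoff, the mean inhibition of test compounds on that plate plus 3 SD, cut at about 49% in these data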;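 also: 0% = DMSO plus EC80 beta-PEA response and 100% = DMSO alone without agonist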
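Test system: RD-HGA16 CHO cells with stable hTAAR1 and Gα16 / Probe or stimulus: EC80 β-phenethylamine stimulus / Times: seeding 17-24 h prior, 75-min 37 °C, 30-min RT dye loading / Detection: Fluo-8 calcium-sensitive fluorescence / Read-out basis: % inhibition scaled between DMSO and EC80 PEA controls / Repeats: singlicate, one well per test compound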
* hit, by the source's call; . = no result given; & = joins results of further samples.

SMILES	V1aR counter	CHRM1 agonist	OXTR potentiator	CHO-K1 Ca antag	CHO parental Ca	CHO-K1 Ca ag	CHO-K1 Ca PAM	TAAR1 ag	TAAR1 antagonist
CC(O)CN=c1cc(-c2ccccc2)oc2ccc(Cl)cc12 (configuration not stated)	-1.3	-5	-10	-15	-27	0.5	16	5	2
COc1ccc(Nc2nc(-c3ccc(OC)cc3)cs2)cc1	-0.7	-5	-18	-11	11	1.0	12	4	-4
Cc1nn(Cc2ccccc2)c(Cl)c1C(=O)NC(C)(C)C	1.4	-4	-13	-8	-5	0.6	18	0	15
CC1CCCN(C2=C(NS(=O)(=O)c3ccc(Cl)cc3)C(=O)c3ccccc3C2=O)C1 (configuration not stated)	-1.3	-4	-4	10	-2	-0.4	-5	4	14
COC(=O)[C@@H](NC(=O)c1ccc2c(c1)S(=O)(=O)c1ccccc1C2=O)C(C)C	1.3	-3	-10	1	-8	2.3	-13	2	15
O=C(CN1CCN(c2ncc(C(F)(F)F)cc2Cl)CC1)NC(=O)NCc1ccccc1	0.2	-6	-7	-14	-13	0.9	12	1	-16
NS(=O)(=O)c1ccc(CCNC(=O)COC(=O)C2CCCN2C(=O)c2cccs2)cc1 (configuration not stated)	0.6	-2	-7	-19	4	0.2	18	1	0
Cc1ccc(NC(=O)c2cc(C)no2)cc1	-1.3	5	-3	16	-1	-0.3	-10	1	1
COc1ccc(C(=O)N/C(=C\c2ccc3c(c2)OCO3)C(=O)Nc2ccc(C(=O)O)cc2)cc1	-0.7	1	-16	-3	9	-0.1	-11	1	2
CC(=O)c1ccc(NC(=S)Nc2ccc3cn[nH]c3c2)cc1	0.8	-8	-4	13	3	12	7	3	12
CCOc1ncccc1C(=O)OCC(=O)N1CCN(S(=O)(=O)c2ccccc2)CC1	-1.6	-3	-10	-11	-17	0.0	16	3	11
CCOc1ccccc1NC(=O)COc1coc(CN2CCc3ccccc3C2)cc1=O	2.5	-3	-3	0	-11	3.4	2	12	-1
C=CCn1c(-c2ccc(Cl)cc2)ccc(C#N)c1=O	0.9	-5	-18	3	-36	0.0	1	8	12
O=C(COc1ccc2c(-c3ccccc3)cc(=O)oc2c1)NCC(O)c1ccccc1 (configuration not stated)	0.4	-4	2	9	-15	-0.2	-18	1	5
Cn1c(=O)c2c(SCc3cccnc3)nc(CC(C)(C)C)nc2n(C)c1=O	8.4	-11	-4	-5	-28	1.8	19	6	12
CCCn1c(SCC(=O)Nc2cccc(C(=O)OCC)c2)nnc1-c1ccoc1C	0.0	-4	-10	-12	-27	0.5	8	6	-1
COc1cccc2c(=O)c3ccccc3oc12	-0.4	-6	2	-17	-7	0.8	26	13	11
O=C(Nc1ccc(-n2cccn2)cc1)C1CCCCN1Cc1cccc2cccnc12 (configuration not stated)	4.1	-5	-2	-14	-17	1.0	0	5	-25
CCSc1cc(N2CCOCC2)nc(-c2ccc(Cl)cc2)n1	0.3	-5	5	-9	-22	0.3	7	0	-24
CN(C(=O)c1ccco1)c1nnc(C23CC4CC(CC(C4)C2)C3)s1	4.8	6	-5	2	-14	0.9	11	23	-25
CCc1c(C)sc(NC(=O)OC)c1C(N)=O	-0.3	-2	-3	5	-10	0.2	14	6	-3
CCC(=O)NC(=S)Nc1ccccc1C(F)(F)F	-0.3	-5	-3	-2	-19	0.0	-3	4	4
COc1cccc(/C=C/C(=O)OCC(=O)c2ccc(Br)cc2)c1	.	-1	.	3	.	-0.1	-3	0	-12
Cc1cccc(NC(=O)c2c(C)nc3ccccn23)c1	-0.6	-1	-7	-1	-12	0.5	9	1	4
COc1ccc(S(=O)(=O)N/N=C(/C)c2ccncc2)c(OC)c1	0.1	1	4	10	-4	0.7	-9	3	-6

Next part:
SMILES	V1aR counter	CHRM1 agonist	OXTR potentiator	CHO-K1 Ca antag	CHO parental Ca	CHO-K1 Ca ag	CHO-K1 Ca PAM	TAAR1 ag	TAAR1 antagonist
COC(=O)c1cc(OC)c(OC)cc1NC(=S)N1CCN(c2ccccc2)CC1	-0.8	-2	-9	-8	-17	0.6	3	-2	17
Cc1c(C(=O)O)nn(-c2cccc(C(F)(F)F)c2)c(=O)c1C#N	0.3	1	1	-10	0	-0.3	6	0	-20
COc1cc(NC(=O)c2nccn2C)cc(C(=O)Nc2cccc(C(F)(F)F)c2)c1	0.6	1&-6	-9	-8&1	-1	-0.4&-0.4	9&-14	2&1	-5&1
CCOc1ccc(C(=O)O[C@H]2[C@H](Cc3ccccc3)NS(=O)(=O)[C@H]3C[C@@H]4C=C[C@]23O4)cc1	1.0	-4	-4	-6	-12	-0.6	-2	4	-8
Cc1c(N)cccc1-n1cccc1	0.5	-2	-6	-9	-3	0.1	16	0	-12
COC(=O)c1ccc(OCC(O)CNCC(c2ccc(OC)cc2)N(C)C)c(OC)c1 (configuration not stated)	-0.4	-12	8	7	-11	0.2	-18	-3	8
CCOc1ccccc1CNC(=O)C1CCC(=O)N1C(C)C (configuration not stated)	-0.6	-5	-5	-8	-9	0.8	10	11	0
CCSc1nc(=O)n(-c2ccccc2)c(C)c1C(C)=S	0.1	-5	-12	-5	-7	0.3	9	9	-7
CN(C)S(=O)(=O)c1ccc(N2CCCC2)c(C(=O)Nc2ccccc2N2CCOCC2)c1	.	-3	.	-11	.	1.4	15	5	-7
Cc1ccc2c(C)c(C(=O)N(C)CCC3CCCCO3)oc2c1C (configuration not stated)	-0.2	-5	-7	9	-23	3.0	0	6	-49
CCOC(=O)c1cc(C)sc1/N=C/C1=C(O)CCCC1=O	-0.4	-8	1	-5	-10	0.0	18	3	-14
CN(C)S(=O)(=O)c1cccc(NC(=O)CNc2cccc(S(=O)(=O)N3CCCCC3)c2)c1	.	-5	.	-5	.	5.5	15	6	14
S=C1NCCN1CC1CCN(CCCC2CCCC2)CC1	.	-10	.	1	.	0.5	0	0	-14
Cc1ccc(S(=O)(=O)Cc2nnnn2-c2ccccc2)cc1	2.8	-1	-5	-3	-4	1.3	11	2	-30
COc1ccc(C(=O)NC2CCCc3c2cnn3-c2cccc(C)c2C)o1 (configuration not stated)	9.5	2	-7	5	0	10	-16	1	24
CC(C)(C)OC(=O)CNC(=O)c1[nH]cnc1C(=O)NC(c1ccccc1)c1ccccc1	0.3	-3	-11	-11	-10	-0.6	-11	6	47
Cc1nnc(SCc2cc(=O)[nH]c(Nc3nc(C)c4cc(C)c(C)cc4n3)n2)s1	3.5	-3	-24	-2	-19	-0.4	0	0	-2
N#CC1=C(N)Oc2ccccc2C12C(=O)Nc1n[nH]c(-c3ccccc3)c12 (configuration not stated)	0.1	0	-2	-15	-7	0.3	16	5	-17
CC1(CCC(=O)N2CCCC(N3CCN(c4cccc(C(F)(F)F)c4)CC3)C2)CC1 (configuration not stated)	1.3	-5	5	-9	-9	1.8	2	-1	-27
C=CC(C)(O)CCC=C(C)C (configuration not stated)	1.3	-3	0	-2	-4	0.2	7	1	-3
O=C(CC1C[C@H](C(=O)N2CCOCC2)[C@@]2(CCC3CCCC3)c3[nH]c4ccccc4c3CCN2C1=O)NCC12CC3CC(CC(C3)C1)C2 (some centres not stated)	0.6	-3	7	-10	-16	0.8	11	1	-18
Cc1ccc(C)c(S(=O)(=O)N2CCN(C(C(=O)Nc3ccc(F)cc3)c3ccccc3)CC2)c1 (configuration not stated)	1.4	-5	-11	-11	-20	-0.2	6	0	8
O=C(COC(=O)CCSc1ccc(Cl)cc1)NCCc1ccccc1	14	-5	2	6	3	2.2	20	16	46
Cc1ccccc1/C=C1\OC(=O)c2ccccc21	-0.7	-8	-2	-20	-7	-0.4	18	21	30
CC(NC(=O)C1C(=O)N(CCO)C2(C)CC1c1ccccc1O2)c1ccccc1 (configuration not stated)	0.1	-4	-12	-4	-17	0.1	14	1	8

Molecules shown so far with a COOH group (2):
SMILES	V1aR counter	CHRM1 agonist	OXTR potentiator	CHO-K1 Ca antag	CHO parental Ca	CHO-K1 Ca ag	CHO-K1 Ca PAM	TAAR1 ag	TAAR1 antagonist
COc1ccc(C(=O)N/C(=C\c2ccc3c(c2)OCO3)C(=O)Nc2ccc(C(=O)O)cc2)cc1	-0.7	1	-16	-3	9	-0.1	-11	1	2
Cc1c(C(=O)O)nn(-c2cccc(C(F)(F)F)c2)c(=O)c1C#N	0.3	1	1	-10	0	-0.3	6	0	-20

(cont.)
SMILES	V1aR counter	CHRM1 agonist	OXTR potentiator	CHO-K1 Ca antag	CHO parental Ca	CHO-K1 Ca ag	CHO-K1 Ca PAM	TAAR1 ag	TAAR1 antagonist
COc1ccc(N2CCN(C(=O)CN3C(=O)c4ccccc4S3(=O)=O)CC2)cc1	7.0	2	-11	5	-9	4.7	12	4	-17
O=C(c1cccc(F)c1)N1CCC(c2nc3ccccc3s2)CC1	3.2	-3	-9	-11	-23	3.1	-2	3	7
CCCC(=O)Nc1nnc(CCc2ccccc2)s1	0.0	-1	-4	1	-7	0.1	10	7	-11
O=C(Cc1ccccc1)c1c[nH]c(C(=O)NCCCN2CCOCC2)c1	0.9	-5	-1	-15	-6	0.8	22	1	-14
CCc1nn2c(=O)cc(CSCC(=O)Nc3ccccc3Cl)nc2s1	1.2	-2	-3	-11	-1	1.0	-2	.	.
CCCn1c(/N=C/c2ccccc2O)nc2ccccc21	-0.6	-2	-25	6	-2	0.2	14	0	1
O=C(NCC1COCCO1)C1CCN(S(=O)(=O)c2ccccc2)CC1 (configuration not stated)	-0.2	-2	-4	-1	2	0.4	6	5	-11
O=C(OCc1nnc(-c2ccc(Cl)cc2)o1)C12CC3CC(CC(O)(C3)C1)C2	4.5	-8	-11	-13	5	8.9	18	4	13
O=C(CCCc1nc2ccccc2s1)NNC(=O)CCN1CCN(Cc2ccccc2)CC1	-0.5	17*	-12	-8	-23	0.4	3	5	-16
CCOc1ccc(C(=O)NCC(=O)OCC(=O)Nc2cccc(S(=O)(=O)N3CCCC3)c2)cc1	-0.2	-6	-5	-11	-24	2.7	27	0	-37
COc1ccc2c(c1)[nH]c1c(=O)n(/N=C/C3C(C)C=C(C)CC3C)c(=O)[nH]c12 (configuration not stated)	0.1	-3	-9	-6	0	1.6	16	17	62*

Screens (PubChem BioAssay)
